# Bioassay records from PubChem.
# pCIP destab: p/CIP-EGFP fusion destabilizers, primary screen, fluorescence, F442A cells. Q05BA5. 16 h. decrease of EGFP signal, % at 10 µM. 0.01% of 290,000 active;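 active means EGFP signal decrease of at least 30% at 10 µM or well 3 SD below plate mean, unless failing retest; inactive means the rest, including hits failing retest or dose response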; further: some compounds called inactive have numbers as strong as hits; many of its hits are not listed in these tables
# CRFR2-BP ag: agonists of CRF-BP/CRF-R2 complex, primary screen, cell-based, HEK293, calcium dye fluorescence, uHTS | CRF-binding protein / CRF receptor 2 complex (human) | calcium dye fluorescence (FLIPR); percent of saturating CRF peptide response | activation, % at 13.2 µM | 0.46% of 350,000 active | AID 588473, 2011;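 active means activation of at least 50%, plus an integration ratio under a set limit after plate pattern correction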;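 further: plate controls were neutral control wells without compound for no effect and CRF at EC100 for full effect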
# GalR3 antagonist: GalR3 antagonists in HEK293 cells, primary screen, cell-based, fluorescence readout; Galanin receptor type 3 (Homo sapiens), O60755; HEK293 GalR3-CNG cAMP membrane potential fluorescence; galR3 body fused to GalR1 C-terminus; inhibition, % at 3 µM; 0.44% of 360,000 active;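 active means inhibition above the screen-wide average plus 3 SD, cut at about 13% in these data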;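 further: forskolin and galanin both at EC90 stimulate the cells; cAMP rise reported by CNG channel membrane potential dye signal; 0% = forskolin plus galanin with DMSO and 100% = forskolin alone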
# CRFBP-R2 block: antagonists of CRF-BP/CRF-R2 complex, primary screen, cell-based, HEK293, calcium dye fluorescence, uHTS; AID 588475, 2011; CRF-induced calcium fluorescence; inhibition, % at 11.8 µM; 0.59% of 350,000 active;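 active means inhibition of the ligand-induced calcium signal above about 50% at the single tested concentration, limit read from the data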
# MEKK3 PB1 HTS: modulators of MEKK3-MEK5 PB1 binding, primary screen, biochemical, wildtype MEKK3, multiplex bead flow cytometry, Alexa488-MEK5; AID 1529, 2009; Mitogen-activated protein kinase kinase kinase 3 (Homo sapiens), Q99759; 1.4% of 290,000 active; bead-based flow cytometry, Alexa488-MEK5 binding to MEKK3; actives lie on both sides; 0 = blocked by unlabeled MEK5, 100 = vehicle; binding response (% of control), % at 10 µM;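 active means binding response more than 3 SD above or below the average of its plate-row segment, actives on both sides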;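 further: Alexa488 bead fluorescence after subtracting the streptavidin-only scavenger bead signal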
# PHOSPHO1 block: PubChem AID 1565; 1.1% of 290,000 active; inhibition, % at 13.3 µM; recombinant PHOSPHO1, absorbance phosphatase assay; in the data active means inhibition above about 60%
# IDE act: human IDE activators in live cells, primary screen, fluorescence polarization, HEK cells, FAbeta-B substrate | FAbeta-B cleavage; 0% vehicle, 100% cell-free pure enzyme wells | 0.073% of 340,000 active | AID 493087, 2011 | activation, % at 5.96 µM;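 active means activation above the mean of all tested compounds plus 3 SD, set per screening campaign, cut at about 17% in these data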
# Target sequence (P14735 whole entry, looked up): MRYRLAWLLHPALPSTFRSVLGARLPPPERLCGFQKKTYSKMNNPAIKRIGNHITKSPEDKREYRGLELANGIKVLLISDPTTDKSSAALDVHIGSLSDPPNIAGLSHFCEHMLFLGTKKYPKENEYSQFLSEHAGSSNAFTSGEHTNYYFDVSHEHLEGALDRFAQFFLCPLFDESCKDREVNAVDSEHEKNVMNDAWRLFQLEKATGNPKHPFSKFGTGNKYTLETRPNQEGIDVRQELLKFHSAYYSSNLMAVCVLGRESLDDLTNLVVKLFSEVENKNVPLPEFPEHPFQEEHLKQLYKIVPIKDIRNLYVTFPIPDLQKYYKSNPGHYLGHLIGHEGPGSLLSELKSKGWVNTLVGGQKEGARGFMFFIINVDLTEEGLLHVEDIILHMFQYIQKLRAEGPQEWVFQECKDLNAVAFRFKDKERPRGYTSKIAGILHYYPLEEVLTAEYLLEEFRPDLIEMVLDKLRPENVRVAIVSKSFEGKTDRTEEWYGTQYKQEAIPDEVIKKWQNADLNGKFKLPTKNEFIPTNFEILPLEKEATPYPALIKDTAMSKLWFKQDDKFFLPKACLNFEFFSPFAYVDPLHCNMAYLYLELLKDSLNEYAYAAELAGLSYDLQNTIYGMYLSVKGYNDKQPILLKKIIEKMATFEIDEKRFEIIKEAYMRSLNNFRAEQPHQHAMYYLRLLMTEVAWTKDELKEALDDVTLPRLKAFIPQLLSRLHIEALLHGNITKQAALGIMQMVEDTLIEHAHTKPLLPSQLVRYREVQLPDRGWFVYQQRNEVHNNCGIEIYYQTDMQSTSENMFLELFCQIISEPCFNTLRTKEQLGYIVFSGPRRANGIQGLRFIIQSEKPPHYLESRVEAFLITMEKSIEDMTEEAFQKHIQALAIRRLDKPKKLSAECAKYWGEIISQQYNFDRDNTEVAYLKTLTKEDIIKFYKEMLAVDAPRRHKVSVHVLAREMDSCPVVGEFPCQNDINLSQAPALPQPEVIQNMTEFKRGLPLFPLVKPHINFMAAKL
# IDE cell inh: human IDE inhibitors in live cells, primary screen, fluorescence polarization, HEK cells, FAbetaB substrate | Insulin-degrading enzyme (Homo sapiens), P14735 | FAbetaB cleavage | inhibition, % at 5.59 µM | 0.41% of 320,000 active;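 active means percent inhibition above the average of all tested compounds plus 3 SD, set per screening campaign, cut at about 16% in these data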;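 further: IDE supplied by intact live HEK cells; FP after avidin binding of uncleaved biotin substrate so inhibition keeps polarization high; 0% = DMSO wells and 100% = 60 µM reference IDE inhibitor Ii1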
# CHRM4 PAM: human M4 muscarinic receptor positive allosteric modulators, primary screen, CHO-K1 cells, Fluo-8 calcium fluorescence. CHO-K1 hM4/Gqi5, ACh EC20; 0% = ACh EC20, 100% = maximal ACh. activation, % at 3 µM. Muscarinic acetylcholine receptor M4 (Homo sapiens), P08173. 0.4% of 360,000 active;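 active means activation above its plate's cutoff, the mean activation of sample wells plus 3 SD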; further: some results filed as inactive read as strong as hits
# An asterisk follows results filed as active; / = not tested or not shown; [ ] = another dose, or the depositor's remark.
SMILES,pCIP destab,CRFR2-BP ag,GalR3 antagonist,CRFBP-R2 block,MEKK3 PB1 HTS,PHOSPHO1 block,IDE act,IDE cell inh,CHRM4 PAM
CC(=O)c1oc2ccccc2c1NC(=O)COC(=O)c1ccc(-n2nc(C)cc2C)cc1,-1,-0.3,-5,-16,/,23,8,0,-1
O=C(COc1ccc([N+](=O)[O-])cc1)Nc1ccc2c(c1)OCO2,8,-4.5,7,22,104,-8,-2,-2,12
O=[N+]([O-])c1ccccc1C(O)Cc1ccccn1 (configuration not stated),/,-0.4,-5,4,/,/,4,/,7
O=C(O)c1oc2ccccc2c1CN1CCN(c2ccccc2)CC1,-1,0.4,1,-6,103,-4,0,5,-8
O=C(NCCCCO)C(F)(F)C(F)(F)C(F)(F)C(=O)NCCCCO,-2,-0.1,3,10,101,16,0,1,-8
CC(C)OCCCn1c(=N)c(S(=O)(=O)c2ccccc2)cc2c(=O)n3ccccc3nc21,-7,-0.7,0,9,101,45,-3,1,8
COc1cccc(NC(=O)CCN2C(=O)c3cccc([N+](=O)[O-])c3C2=O)c1,-2,-0.3,-9,6,103,35,2,5,1
NC(=O)c1ccc(Oc2ccc(C(N)=O)cc2)cc1,0,1.3,-8,6,97,38,4,2,10
CCOC(=O)c1sc2ncnc(NCc3ccco3)c2c1C,-16,-0.6,-3,-15,103,-5,1,2,9
O=C(Cn1cnc2c(OCc3ccccc3)ncnc21)NCCN1CCOCC1,/,-0.3,-4,5,/,/,5,1,-1
COc1ccc(S(=O)(=O)NC(C)(C)C)cc1-c1nnc2c3ccccc3c(C)nn12,-5,-0.8,-1,-7,103,18,0,3,-6
Cc1nccc(-c2cc(-c3ccc(Cl)cc3Cl)no2)n1,-2,-0.7,-4,-11,101,32,-5,3,-7
CC(C)c1ccc(NC(=O)c2cc(S(=O)(=O)N3CCCC3)c[nH]2)cc1,-16,0.4,-2,-17,96,10,-1,-4,-8
O=C(NNC1CC(=O)N(c2cccc(Cl)c2)C1=O)c1cccs1 (configuration not stated),-2,2.8,-11,0,103,18,0,0,1
CCOC(=O)C1CCCN(c2c(NCCCN(CC)c3ccccc3)c(=O)c2=O)C1 (configuration not stated),-5,-2.8,-6,-2,98,18,-1,2,-8
CC(C)(C)n1ncc2c(=O)n(CC(=O)NCc3ccccc3)cnc21,0,-1.8,-1,19,97,-7,6,-3,-4
CC1(C)Cc2c(sc3nc(SCC(=O)N4CCOCC4)nc(N)c23)CO1,-11,2.9,0,-4,103,-10,4,7,2
CCCCNS(=O)(=O)c1ccc2nc(SCC(=O)Nc3ccccc3)[nH]c2c1,4,-3.1,-3,-22,104,-9,4,3,15
CCCNC(=O)CSc1nnc(-c2ccc(F)cc2)o1,-15,1.6,-5,-8,96,1,0,-8,-2
Cc1cc2n(n1)C(c1cn(-c3ccccc3)nc1C)Nc1ccccc1-2 (configuration not stated),-3,1.3,-3,-31,100,23,1,6,-2
O=C(NCC(c1ccco1)N1CCc2ccccc2C1)c1ccc(Cl)cc1 (configuration not stated),/,0.4,-6,14,/,/,4,-1,7
Cc1ccccc1N(CC(=O)NC1CCCC1)C(=O)c1csnn1,-4,0.8,-1,2,103,20,-1,7,-3
CCC(C(=O)N1CCN(S(=O)(=O)c2ccc(F)cc2)CC1)c1ccccc1 (configuration not stated),/,-4.4,-1,1,/,/,1,-2,-1
CCCC(=O)N1c2ccccc2[C@@H](N(C(C)=O)c2ccccc2)C[C@H]1C,9,0.7,-5,-23,95,0,4,-1,0
N#Cc1c(-c2ccc(Cl)cc2)cc(-c2cccs2)nc1SCC(=O)O,-8,2.1,-10,3,102,29,0,-3,8
COc1nc(NCCN2CCOCC2)nc(Nc2ccc([N+](=O)[O-])cc2)n1,-1,-2.7,-4,10,109,4,14,-1,10
Cc1nc2ccc([N+](=O)[O-])cc2c(=O)n1Cc1ccc(F)cc1,2,-0.4,-4,30,99,40,0,2,1
CC1CCN(C(=O)CSc2ccc(-c3ccc4c(c3)OCCO4)nn2)CC1,13,-0.6,-10,-4,97,46,-1,0,-1
CCNC(=S)N1N=C2c3ccccc3CCC2C1c1ccc(F)cc1 (configuration not stated),-8,-1.4,3,7,100,20,/,3,-2
Cc1ccc(-n2c(C)cc(C=C3C(=O)CC(C)(C)CC3=O)c2C)cc1,-6,-2.1,1,-25,87,-2,5,-1,14
COc1ccc(N2CCN(C(=O)c3ccc(CS(=O)(=O)c4ccccc4C)o3)CC2)cc1,-7,-0.9,/,-35,99,33,-3,4,-9
Cc1cc(C)cc(C(=O)NC(=S)Nc2ccc(Cc3ccncc3)cc2)c1,-5,-1.1,-1,-86,101,1,3,1,-3
Cc1ccc(OCC(=O)Nc2ccccc2Sc2ccccc2)c([N+](=O)[O-])n1,-2,-1.0,6,-13,104,-14,6,4,18
O=C(CSc1nnc(CNc2ccc(F)cc2)n1Cc1ccco1)N1CCCC1,9,-0.4,-7,-5,104,53,4,2,-7
O=C(O)C1CCC(Cn2c(SCc3cc(=O)n4ccccc4n3)nc3ccsc3c2=O)CC1 (configuration not stated),-1,-0.7,-4,-11,105,-26,10,-1,1
COC(=O)c1ccc2ncccc2c1,-5,-0.4,-2,-11,103,-7,-3,8,-4
CCCCOc1ccc2c(c1)C(=O)c1cc(O)ccc1-2,2,-1.8,-5,-15,104,-22,2,-7,2
O=C(Nc1ccncc1)Nc1ccc(Cl)cc1,4,7.1,-4,4,104,1,-3,2,-2
CCc1c(C)nc2ncnn2c1Nc1ccc(C)c(C)c1,2,0.5,-1,2,90,1,2,4,-7
CCN(CC)S(=O)(=O)c1cccc(-c2nnc(SCC(=O)NC)n2N)c1,4,0.2,-5,6,6.0*[inhibitor],32,1,7,-2
O=C(NC(C(=O)O)c1ccccc1)c1ccc(S(=O)(=O)N2CCOCC2)cc1 (configuration not stated),4,0.8,6,9,102,-8,3,1,3
COc1ccc(OCCn2c(C)c(/C=N/n3cnnc3)c3ccccc32)cc1,11,0.0,/,-8,108,4,9,-4,2
Cc1ccc(C(C(=O)NCc2ccco2)N(C(=O)CNC(=O)c2cccs2)c2ccc(C)cc2)cc1 (configuration not stated),0,0.1,-1,-12,91,-14,8,-4,5
O=C(Nc1ccccc1C(=O)Nc1ccccn1)c1cc(F)c(F)cc1Cl,-2,-0.9,-9,-5,98,25,5,/,-6
CCCn1c(O)c(N=NC(=O)c2cccnc2)c2cc(Br)ccc21,-2,-2.1,-5,-5,65,25,-1,9,5
Cc1ccsc1/C=C/C1=Cc2c(sc(NC(=O)CSc3n[nH]c(N)n3)c2C#N)C(C)(C)C1,-15,34,-4,-79,93,80*,-13,2,1
COC(=O)C1=C(C)N(c2cccc(OC)c2)C(=O)/C1=C\c1ccco1,0,-1.0,-3,-30,94,-10,-6,5,8
O=c1[nH]c(N2CCN(c3ccccc3)CC2)nc2c1CCCC2,-4,-0.8,3,7,96,-5,-5,3,10
COc1ccccc1C(C#N)c1cccc(Cl)n1 (configuration not stated),4,-2.3,-8,9,103,28,2,-2,-2
Cc1cccn2c(=O)c3cc(C(=O)N4CCN(Cc5ccccc5)CC4)sc3nc12,/,0.9,0,12,/,/,4,-4,-1

# The listing continues:
SMILES,pCIP destab,CRFR2-BP ag,GalR3 antagonist,CRFBP-R2 block,MEKK3 PB1 HTS,PHOSPHO1 block,IDE act,IDE cell inh,CHRM4 PAM
COc1ccc(OC)c(CCNC(=O)CCCC(=O)n2ncc3cc(C)ccc32)c1,-3,1.2,/,-15,100,2,-2,0,-1
CCOC(=O)/C(C)=N/NC(=O)c1ccc([N+](=O)[O-])cc1,2,-1.6,-6,7,107,-6,-2,1,-4
COC(=O)c1sc(NC(=O)COc2ccc(C)cc2)nc1C,-3,-5.0,-7,1,103,-7,-3,7,0
O=C(CN1C(=O)S/C(=C\c2cccc(Cl)c2)C1=O)NC1C=CS(=O)(=O)C1 (configuration not stated),1,0.0,-10,-18,99,29,-3,8,-3
COc1ccccc1NC(=O)N1CCCC1,-8,-0.8,-1,3,97,19,1,-2,11
O=C(CN1CCN(C(c2ccccc2)c2ccccc2)CC1)N1N=CCC1c1ccccc1 (configuration not stated),-7,-0.4,-2,-12,106,33,4,6,-39
Cc1ccc(S(=O)(=O)NCCCN(C)C)cc1,10,-0.5,-1,-3,98,-5,2,2,10
CC(C)NC(=S)N=Nc1c(O)[nH]c2ccc([N+](=O)[O-])cc12,-7,-1.5,-5,-1,81,-11,6,-1,-5
CCCn1c(SCC(=O)Nc2ccc3c(c2)OCO3)nc2c1c(=O)n(C)c(=O)n2C,-8,-0.8,-5,-3,98,2,-3,8,1
Cc1cc2c(SCC(=O)Nc3ccccc3O)ncnc2s1,/,-0.7,-5,6,/,/,4,/,6

# In the list so far, eight contain a Cl atom.
SMILES,pCIP destab,CRFR2-BP ag,GalR3 antagonist,CRFBP-R2 block,MEKK3 PB1 HTS,PHOSPHO1 block,IDE act,IDE cell inh,CHRM4 PAM
Cc1nccc(-c2cc(-c3ccc(Cl)cc3Cl)no2)n1,-2,-0.7,-4,-11,101,32,-5,3,-7
O=C(NNC1CC(=O)N(c2cccc(Cl)c2)C1=O)c1cccs1 (configuration not stated),-2,2.8,-11,0,103,18,0,0,1
O=C(NCC(c1ccco1)N1CCc2ccccc2C1)c1ccc(Cl)cc1 (configuration not stated),/,0.4,-6,14,/,/,4,-1,7
N#Cc1c(-c2ccc(Cl)cc2)cc(-c2cccs2)nc1SCC(=O)O,-8,2.1,-10,3,102,29,0,-3,8
O=C(Nc1ccncc1)Nc1ccc(Cl)cc1,4,7.1,-4,4,104,1,-3,2,-2
O=C(Nc1ccccc1C(=O)Nc1ccccn1)c1cc(F)c(F)cc1Cl,-2,-0.9,-9,-5,98,25,5,/,-6
COc1ccccc1C(C#N)c1cccc(Cl)n1 (configuration not stated),4,-2.3,-8,9,103,28,2,-2,-2
O=C(CN1C(=O)S/C(=C\c2cccc(Cl)c2)C1=O)NC1C=CS(=O)(=O)C1 (configuration not stated),1,0.0,-10,-18,99,29,-3,8,-3
